Screens as filed in PubChem BioAssay.
TDP1 cell noCPT = qHTS for Inhibitors of human tyrosyl-DNA phosphodiesterase 1 (TDP1): qHTS in cells in absence of CPT. DT40 Tdp1-/- hTDP1 cells, no CPT, ATP luminescence, 48 h. Potency, µM (doses to about 46.2 µM), without a hit: top-dose activity change, negative = growth inhibition, actives largely listed as inhibitors. actives 15% (n = 420,000). AID 686978, 2013; note: nearly all actives have a fitted effect of over 55% in size
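DT40 Tdp1-/-;hTDP1 cells, no CPT (DMSO vehicle only), 400 cells/well; compounds pin-transferred; ≥48 hr, 37 °C; CellTiter-Glo 30 min RT dark, luminescence read.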
TDP1 cell CPT = growth inhibition of DT40 Tdp1-/-;hTDP1 cells with camptothecin (screen for TDP1 inhibitors). chicken DT40 Tdp1-/-;hTDP1 cells + 20 nM CPT, ATP luminescence, 48 h. Potency, µM (series often up to 46.2 µM), inactives show at the highest dose activity change, negative = growth inhibition, most hits filed as inhibitors. actives 12% (n = 420,000); note: nearly all actives have a fitted effect of over 55% in size
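Chicken DT40 Tdp1-/- cells complemented with human TDP1, 400 cells/well, exposed to compounds plus 20 nM camptothecin for at least 48 h at 37 C; viability read as ATP content by CellTiter-Glo luminescence.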
TDP1 inh = inhibitors of human tyrosyl-DNA phosphodiesterase TDP1; Potency, µM (top dose mostly 130 µM), inactives show at the highest dose activity change, negative = inhibition, most hits filed as inhibitors; AID 485290; Q9NUW8; actives 0.28% (n = 350,000); recombinant TDP1, AlphaScreen DNA substrate cleavage; note: nearly all actives have a fitted effect of over 40% in size
Target sequence (Q9NUW8 whole entry, looked up): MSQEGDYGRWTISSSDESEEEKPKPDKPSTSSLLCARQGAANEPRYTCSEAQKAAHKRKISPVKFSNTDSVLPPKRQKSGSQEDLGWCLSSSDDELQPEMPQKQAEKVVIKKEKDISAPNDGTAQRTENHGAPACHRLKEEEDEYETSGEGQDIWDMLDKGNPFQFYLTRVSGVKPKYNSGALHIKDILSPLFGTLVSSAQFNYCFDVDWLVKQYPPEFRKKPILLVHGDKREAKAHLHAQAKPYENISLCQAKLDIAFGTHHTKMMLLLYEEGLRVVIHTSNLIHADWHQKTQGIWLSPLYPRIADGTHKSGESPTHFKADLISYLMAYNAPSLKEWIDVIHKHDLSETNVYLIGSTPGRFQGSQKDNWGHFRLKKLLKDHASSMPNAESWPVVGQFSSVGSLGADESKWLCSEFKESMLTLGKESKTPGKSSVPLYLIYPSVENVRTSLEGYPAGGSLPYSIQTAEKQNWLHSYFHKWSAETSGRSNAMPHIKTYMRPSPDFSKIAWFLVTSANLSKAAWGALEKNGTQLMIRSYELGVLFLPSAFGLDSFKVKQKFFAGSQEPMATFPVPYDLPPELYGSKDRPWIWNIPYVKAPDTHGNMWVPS
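Recombinant human Tdp1 (E. coli-expressed, 1 nM final) preincubated with compounds 15 min at room temperature, then 5'-biotin/3'-phosphotyrosine-FITC DNA substrate (15 nM final) added for 5 min. AlphaScreen beads (10 ug/ml final) added 10 min; cleavage lowers signal.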
Starred values were filed as active, the others as inactive; ? = inconclusive; nt = not tested or not shown; & = joins results of further samples; [ ] = another dose, or the depositor's remark. Calls come from the whole dose curve; as a rule, active = well fitted curve in the direction sought with a large enough effect; inconclusive = small, poorly fitted or top-dose-only effect, or another doubt; inactive = no such curve, though single readings can be large; an effect the other way counts as inactive or inconclusive. % is set by controls: 0 for no effect and ±100 for the full control effect; potency is the fitted concentration of half-maximal effect.

Compound | TDP1 inh | TDP1 cell CPT | TDP1 cell noCPT
COCCN(C(=O)C1CC(=O)N(Cc2ccccc2)C1)c1nc(-c2ccc([N+](=O)[O-])cc2)cs1 (stereo not drawn) | 5% | 16µM* | 21µM*
O=C(N[C@H]1CC[C@@H](CCNS(=O)(=O)c2ccccc2Cl)O[C@@H]1CO)c1ccccc1 | nt | -15% | -25%
CN(Cc1ccccc1)C(=O)Cn1nc(C(F)(F)F)c2c1CCC2 | 1% | -9% | -6%
S=C(NCC1CC1)N/N=C/c1ccccc1Cl | 2% | ? | 23µM*
CCOC(=O)c1cc2sccc2n1CC(=O)c1ccc2c(c1)OCCO2 | 0% | 15µM* | 13µM*
CCC(C(=O)Nc1ccc2c(c1)OCCO2)n1nnc2ccccc2c1=O (stereo not drawn) | 3% | 1% | 5%
COc1ccccc1N1CCN(CCCOc2ccc(F)cc2)CC1 | -5% | ? | ?
CN(CC(=O)N1CCCC1)S(=O)(=O)c1ccc(Cl)cc1 | 2% | -1% | 15%
CC(C)(C)C(=O)C(Cc1ccccc1)n1cncn1 (stereo not drawn) | 3% | -2% | -25%
NC(=O)c1cc(S(=O)(=O)NCC2CCC(C(=O)Nc3cccc(Cl)c3)CC2)cs1 (stereo not drawn) | 0% | ? | ?
NC(=O)CNC(=O)C1CCN(S(=O)(=O)c2ccc(-n3cnnn3)cc2)CC1 | nt | -4% | 5%
CC(=O)NC1C(=O)N(C)c2ccc(Br)cc21 (stereo not drawn) | 4% | -10% | 0%
O=C(COCc1cc(-c2cccs2)on1)Nc1cc(Cl)ccc1O | -9% | -25% | -23%
CC1(c2ccccc2)NC(=O)N(CC(=O)N2CCN(S(=O)(=O)c3ccccc3[N+](=O)[O-])CC2)C1=O (stereo not drawn) | 2% | 11% | 3%
O=C(CN1CCOCC1)Nc1c2c(nc3ccccc13)N(Cc1ccccc1)CC2 | 0% | -26% | -15%
CN(C)c1ccc(CNC(=O)CN2C(=O)COc3ccc(S(=O)(=O)N4CCCC4)cc32)cc1 | 5% | 1% | 7%
Cn1c(CNC(=O)C(C)(C)C)nc2ccccc21 | 6% | 7% | 14%
CC(Cc1ccccc1)N(C)C(=O)CN1C(=O)c2ccccc2C1=O (stereo not drawn) | nt | -1% | -22%
CCOc1ccccc1N(CC(=O)O)S(=O)(=O)c1ccccc1 | -1% | 15% | -11%
Nc1cc2c(cc1[N+](=O)[O-])OCCO2 | 5% | 2% | -8%
CCC(NC(=O)c1ccccc1NC(=O)c1ccc(C)cc1)C(=O)O (stereo not drawn) | 5% | -3% | -20%
COc1ccc(C(=O)Nc2cc3c(cc2Cl)OCCCO3)cc1 | 6% | -26% | ?
Cc1cc(OCC(=O)c2cccc(C(F)(F)F)c2)n2cnnc2n1 | 1% | ? | 0%
COC(=O)CCCC(=O)N1CCC(CO)(CCc2ccccc2)CC1 | nt | 5% | 2%
CCOc1nc(NCCN2CCOCC2)nc(NC(C)C)n1 | 3% | -2% | -16%
CCC1CCCCN1S(=O)(=O)c1ccc(NC(=O)c2nc(SC)ncc2Cl)cc1 (stereo not drawn) | 5% | 21µM* | 23µM*
CCOc1ccc2oc(=O)cc(CN3CCN(c4ccccc4OC)CC3)c2c1 | 7% | ? | ?
CC(=NO)C1(C)CC=CCC1CO (stereo not drawn) | nt | -2% | ?
COc1ccc([C@H]2CC(=O)C=C(c3ccc4ccn(C)c4c3)C2)cc1 | 4% | ? | 18µM*
Cc1ccc(Cn2cc(/C=N/NC(=O)Cc3nnc(NC(=O)c4ccc(C)cc4)s3)c3ccccc32)cc1 | 2% | 12µM* | 6.5µM*
CCc1c(SCCC(=O)O)nc2ccccc2c1C | nt | 2% | 1%
COCCn1c(N2CCN(c3ccc(OC)cc3)CC2)nc2c1c(=O)n(C)c(=O)n2C | 6% | ? | ?
CS(=O)(=O)Nc1ccc(C(=O)NCC2CCCO2)cc1 (stereo not drawn) | 0% | -2% | 0%
Cc1nn(C)cc1C1C2=C(CC(C)(C)CC2=O)N(c2ccccc2)C2=C1C(=O)CC(C)(C)C2 | 6% | -7% | -10%
Cc1cccc(NC(=O)Cn2cnc3c(cnn3-c3ccc(F)cc3)c2=O)c1C | 1% | -4% | -22%
CCC(=O)Nc1ccc(-c2cc3ccccc3oc2=O)cc1 | -8% | 9% | 26%
CCCCC(=O)OCC(=O)c1ccc(OCC)cc1 | 4%[56.1 µM] | -18% | -10%
CN(C)c1ccc(/C=N\NC(=O)c2cccc3cc[nH]c23)cc1 | 4% | ? | 6.5µM*
C=CCSC1=N/C(=C\c2ccc(C(=O)O)cc2)C(=O)S1 | 28µM* | 1% | -6%
Cc1cccc(/C=N/N(CCO)C2=NS(=O)(=O)c3ccccc32)c1 | 6% | ? | ?
O=C(O)C1C2C=CC(C2)C1C(=O)NC1CCS(=O)(=O)C1 (stereo not drawn) | -4% | 2% | -2%
CSc1ncc(-c2ccc(Cl)cc2)[nH]1 | nt | 12% | -21%
O=S(=O)(c1cc(Cl)ccc1Cl)N1CCCCC1 | 0% | -7% | -18%
Cc1cc(C)c(NC(=S)N(CCCN2CCN(C)CC2)Cc2cccs2)c(C)c1 | -3% | -12% | ?
Cc1ccc(S(=O)(=O)NCC(=O)N(CC(=O)NCC2CCCO2)CC2CCCO2)cc1 (stereo not drawn) | 5% | -1% | -3%
CCCCOc1ccc(-c2cc(C(=O)NNC(=S)NCC)c3ccccc3n2)cc1 | 11% | 23µM* | 21µM*
Cc1ccc(-c2nc3scc(CCNS(=O)(=O)c4ccc(C)c(C)c4)n3n2)cc1 | 0% | ? | 21µM*
C[C@@H](C(=O)NCCc1c[nH]c2ccccc12)[C@@H]1C[C@@]1(C)[C@@H](NC(=O)OCc1ccccc1)c1ccccc1 | 4%&12% | 13µM* | 18µM*
CC(C)OC(=O)Cn1nc(C(F)(F)F)c2c1CCCC2 | -5% | 18% | -3%
O=C(Nc1cccc(S(=O)(=O)N2CCCCC2)c1)Nc1ccc(Cl)cc1Cl | 0% | ? | ?
O=C(Nc1nccs1)NC1CCCCC1 | 4% | 2% | -4%
CCc1ccc2c(c1)NC(=O)C2(C)Cc1ccc(OC(F)(F)F)cc1 (stereo not drawn) | nt | 21µM* | ?
COc1ccc2c(c1)c(CC(=O)Nc1ccc(C)cc1)c(C)n2C(=O)c1ccc(Cl)cc1 | -6% | ? | 21µM*
Cc1c(Cl)c([N+](=O)[O-])nn1Cc1ccc(C(=O)Nc2ccc(Cl)cn2)o1 | 4% | -48% | ?
CCN(Cc1ccccc1)Cc1cccc([N+](=O)[O-])c1 | -2% | 3% | ?
Cc1ccc(CNC(=O)Cn2c3ncccc3c(=O)n2-c2ccc(C)cc2)cc1 | 3% | 21µM* | ?
CCC(COC(=O)Nc1cccc(C)c1C)NC(=O)OCC(C)C (stereo not drawn) | 2% | -23% | -17%
COc1ccc(-c2noc(CSc3nnc(-c4ccncc4)n3-c3ccccc3)n2)cc1 | 7% | 16µM* | 23µM*
COC(=O)c1c(-c2ccc(N(C)C)cc2)sc2ccc(OC)cc12 | -3% | ? | 13µM*
O=C1CCCCCN1Cc1nnc(SCc2nc3ccccc3s2)n1-c1ccccn1 | -5% | -4% | -3%

(continued)
Compound | TDP1 inh | TDP1 cell CPT | TDP1 cell noCPT
CN(c1ccc(F)cc1)S(=O)(=O)c1ccc(Cl)c(C(=O)Nc2ccncc2)c1 | nt | 18µM* | 13µM*
COC(=O)[C@]1(Cc2ccccc2)N[C@H](CN(C)S(=O)(=O)c2ccc(-c3ccccc3)cc2)[C@@H]2C(=O)N(Cc3ccccc3)C(=O)[C@@H]21 | 2% | 1% | -10%
CCN(CC)CCOc1ncnc2c1oc1ccccc12 | 5% | -7% | -14%
Cc1noc(C)c1S(=O)(=O)NC(=O)C1(C)CCN1C(=O)C1(c2ccc(Cl)cc2)CC1 (stereo not drawn) | nt | -15% | -5%
Cc1nc(C)c(C(=O)Nc2cccc(C)c2C)o1 | 5% | -16% | -16%
CC(C)(C)C1CCc2oc3ccc(NS(=O)(=O)c4cc(Cl)ccc4Cl)cc3c2C1 (stereo not drawn) | -1%[12.3 µM] | 26µM* | ?
O=C(CN1C(=O)NC2(CCCCC2)C1=O)N1CCN(S(=O)(=O)c2cccc(F)c2)CC1 | 2% | -3% | 6%
Clc1ccc(OCc2nc(-c3ccccn3)no2)c(Br)c1 | 3% | -23% | ?
CC1(N=Cc2cc(Cl)ccc2O)COP(=O)(Nc2ccccc2)OC1 (stereo not drawn) | nt | -27% | -15%
Cc1ccccc1C(=O)Nc1c2c(nn1C(C)(C)C)CS(=O)(=O)C2 | 1% | -8% | 21%
COc1ccc(C=CC(=O)c2ccc([N+](=O)[O-])cc2)cc1 | nt | -7% | -27%
CC(Cl)C(=O)c1ccc2c(c1)CCN2C(=O)C1CC1 (stereo not drawn) | 0% | ? | ?
Cc1c(NC(=O)c2ccco2)cccc1-c1nc2cccnc2s1 | 9% | 21µM* | ?
Cc1ccc(-c2c(C(=O)NNC(=S)NCC3CCCO3)csc2C)cc1 (stereo not drawn) | 10% | ? | 0.46µM*
CCOc1ccc(NC(=O)CSc2nnc(Cn3c(=O)sc4ccccc43)n2C)cc1 | -3% | 5% | -25%
CCN1CCN(C(=O)/C=C/c2c(F)cccc2Cl)CC1 | nt | 10% | 0%
Cc1ccc(C(=O)NNC(=O)CCOc2cccc(C)c2)cc1 | 0% | -15% | -6%
CN(C)CC#CCC(O)(c1ccccc1)C1CCCCC1 (stereo not drawn) | nt | -17% | 4%
O=C(NCc1ccccc1)C(c1ccco1)N(C(=O)c1ccccn1)c1ccc(F)cc1 (stereo not drawn) | 1% | 2% | -7%
CC(=O)Nc1ccc(Nc2c(CCC(C)C)c(C)c(C#N)c3nc4ccccc4n23)cc1 | nt | -19% | -2%
COc1ccc(-n2nc(C)c3sc(C)nc3c2=O)cc1 | 3% | 8% | -7%
O=[N+]([O-])c1ccccc1CN1CCN(Cc2ccc3ccccc3c2)CC1 | nt | -28% | -11%
O=C(c1ccc2c3n(nc2c1)-c1ccccc1CO3)N1CCOCC1 | 1% | 8.2µM* | 9.2µM*
O=S(=O)(c1cnc(Cl)c(Br)c1)N1CCN(c2ncccn2)CC1 | 1% | -6% | 18%
COc1cccc(CN(C)CC2CCCN(CCc3ccccc3C)C2)c1 (stereo not drawn) | nt | ? | 18µM*
O=C(NC(=S)NCc1ccc(Cl)cc1)c1ccco1 | 0% | ? | ?
Nc1ncnc2c1ncn2[C@@H]1O[C@H](C(=O)NCCc2ccc(F)cc2)[C@@H](O)[C@H]1O | nt | -2% | 1%
Cc1ccc(CNC(=O)c2ccc(CS(=O)(=O)Cc3ccc(F)cc3)o2)cc1 | 0% | -9% | ?
COc1ccc(N2CCN(C(=O)c3cccc(S(=O)(=O)N4CCCc5ccccc54)c3)CC2)cc1 | 3% | ? | ?
O=C(CSc1nnc(Cc2ccccc2)o1)Nc1ccc2c(c1)OCO2 | -2% | 1% | -10%

Continued; the last 5 above are carried over.
Compound | TDP1 inh | TDP1 cell CPT | TDP1 cell noCPT
O=C(NC(=S)NCc1ccc(Cl)cc1)c1ccco1 | 0% | ? | ?
Nc1ncnc2c1ncn2[C@@H]1O[C@H](C(=O)NCCc2ccc(F)cc2)[C@@H](O)[C@H]1O | nt | -2% | 1%
Cc1ccc(CNC(=O)c2ccc(CS(=O)(=O)Cc3ccc(F)cc3)o2)cc1 | 0% | -9% | ?
COc1ccc(N2CCN(C(=O)c3cccc(S(=O)(=O)N4CCCc5ccccc54)c3)CC2)cc1 | 3% | ? | ?
O=C(CSc1nnc(Cc2ccccc2)o1)Nc1ccc2c(c1)OCO2 | -2% | 1% | -10%
Cc1ccc(C(=O)N/C(=C\c2ccco2)C(=O)NCCCN2CCOCC2)cc1C | nt | 2% | -13%
COc1ccc(C(C(=O)NC2CCCC2)N(C(=O)c2ccoc2C)c2ccc(C)c(C)c2)cc1 (stereo not drawn) | 8% | ? | 13µM*
Cc1ccc(Cl)cc1NC(=S)NN | 7% | ? | ?
c1ccc2c(c1)cnc1ccccc12 | nt | 1%&-3% | -15%&-29%
Cc1ccsc1CNS(=O)(=O)c1ccc(F)cc1 | 0% | ? | 15%
CCOC(=O)c1sc(NC(=O)CCN2CCCCCC2)c(C(=O)OCC)c1C | 0% | ? | ?
O=C(NCc1ccc(F)cc1)C(c1ccco1)N(C(=O)c1csnn1)c1ccccc1 (stereo not drawn) | 9%[0.0935 µM] | -25% | ?
S=C(NCC1CCCO1)Nc1ccc(Cl)c(Cl)c1 (stereo not drawn) | 8% | ? | 23µM*
CCOc1ccc(OCCCC(=O)N2CCN(S(=O)(=O)c3ccccc3C#N)CC2)cc1 | 0% | ? | ?

Hits appear at their usual frequency; about 18% have a hit in one of these screens.
